# Abeta rescue: qHTS for compounds that reverse cellular toxicity of Amyloid beta (A-beta) peptide in yeast: Primary Screen; yeast expressing A-beta42, growth rescue, OD600, 48 h; response scale: 0% DMSO, 100% iron-clioquinol control; Potency, µM (titrated, usually from 46.1 µM), inactives show top-dose growth rescue, actives largely listed as activators; 410,000 compounds, 0.063% hits; also: potency is read from the fitted curve at half-maximal effect; nearly all actives have a fitted effect of over 55% in size
#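 Yeast growth medium received pinned compounds, then yeast cells expressing toxic A-beta were added; plates incubated at 30 C for 48 hr. Growth read as absorbance at 600 nm, normalized to DMSO and equimolar FeCl3 plus clioquinol controls.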
# pAkt inh: HTS Assay for Inhibitors of Akt Phophorylation: Primary Screen | Neuro2A IGF-stimulated pAkt S473 HTRF, 20 min; stronger effect = lower value | activity change, % for hits at 50 µM | 360,000 compounds, 0.32% hits | AID 651550, 2012; in the data active = activity change below about -80%; inconclusive = mostly about -51% to -80%; also: % is scaled to controls: 0 for no effect and ±100 for the full control effect
#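 Single-point screen (50 µM final compound) in Neuro2A cells stimulated 20 min with 6 nM IGF at 37 deg C. After lysis, Ser473-phosphorylated Akt read by HTRF (ex 330 nm, em 615/665 nm) as the 665/615 ratio.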
# GLP-1R inv ag: qHTS of GLP-1 Receptor Inverse Agonists (Inhibition Mode); Potency, µM (doses to about 38.3 µM), for inactives: at the top dose activity change, negative = inhibition, most hits filed as inhibitors; Glucagon-like peptide 1 receptor (Homo sapiens), P43220; HEK293 GLP-1R CRE-luciferase, luminescence, 24 h; GLP-1R form is constitutively active; 410,000 compounds, 1.6% hits; also: potency is read from the fitted curve at half-maximal effect; % is scaled to controls: 0 for no effect and ±100 for the full control effect; nearly all actives have a fitted effect of over 55% in size
# Target sequence (P43220 whole entry, looked up): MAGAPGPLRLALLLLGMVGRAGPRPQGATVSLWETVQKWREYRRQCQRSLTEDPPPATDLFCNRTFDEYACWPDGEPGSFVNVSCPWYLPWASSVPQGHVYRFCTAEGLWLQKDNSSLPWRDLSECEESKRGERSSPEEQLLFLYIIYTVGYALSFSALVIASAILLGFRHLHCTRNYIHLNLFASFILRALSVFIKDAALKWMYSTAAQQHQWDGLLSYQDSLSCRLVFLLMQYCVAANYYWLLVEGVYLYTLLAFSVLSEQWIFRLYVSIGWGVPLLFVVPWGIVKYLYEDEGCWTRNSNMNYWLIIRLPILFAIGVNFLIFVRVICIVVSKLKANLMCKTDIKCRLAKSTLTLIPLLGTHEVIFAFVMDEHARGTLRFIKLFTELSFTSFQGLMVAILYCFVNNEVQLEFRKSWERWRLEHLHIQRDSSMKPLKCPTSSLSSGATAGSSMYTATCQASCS
#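 Constitutively active GLP-1R drives a cAMP-responsive luciferase in stably transfected HEK293 cells; test compounds are added after overnight (12 h) attachment and left 24 hr, and signal loss in luminescence marks inhibition.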
# aSyn rescue: qHTS of alpha-syn Inhibitors; 370,000 compounds, 0.14% hits; Yeast expressing alpha-synuclein, growth rescue, BacTiter-Glo, 24 h; Potency, µM (doses to about 46.1 µM), without a hit: top-dose growth rescue (activation), most hits filed as activators; also: potency is read from the fitted curve at half-maximal effect; % of control where 0% means no effect; nearly all actives have a fitted effect of over 65% in size
#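 Galactose-induced alpha-syn yeast (OD600=0.02, raffinose-pregrown) + pinned cpd, 24 hr, 30 deg C; growth by BacTiter-Glo luminescence. Growth restoration scores as activation.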
# GLP1R cytotox: qHTS of GLP-1 Receptor Inverse Agonists: Cytotox Screen; HEK293 cAMP-luciferase reporter cells, luminescence, 24 h; Potency, µM (doses to about 38.3 µM), without a hit: at the highest dose activity change, negative = inhibition, most hits filed as inhibitors; 410,000 compounds, 0.13% hits;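 also: loss of luciferase light is scored as toxicity; potency is read from the fitted curve at half-maximal effect; % is scaled to controls: 0 for no effect and ±100 for the full control effect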
#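 Step one: seed cells (200 cells/uL, DMEM with 10% Nu serum, 1% pen-strep). Step two: 12-hour incubation at 37 deg C. Step three: pin 23 nL compound, incubate 24 hr. Step four: add luciferase reagent, read luminescence 12 min later.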
# PTHR1 agonist: qHTS for PTHR1 Agonists: Primary Screen; HEK293 GP2 PTHR1 cells, GloSensor cAMP luminescence, 1 h; Parathyroid hormone/parathyroid hormone-related peptide receptor (Homo sapiens), Q03431; 410,000 compounds, 0.075% hits; Potency, µM (top dose mostly 115 µM), for the others: at the highest dose activation, most hits filed as activators; AID 743266, 2014; also: potency is read from the fitted curve at half-maximal effect; nearly all actives have a fitted effect of over 55% in size; some results filed as inactive show a strong effect at the top dose; inactives centre near -15; many of its hits are not listed in these tables
# Target sequence (Q03431 whole entry, looked up): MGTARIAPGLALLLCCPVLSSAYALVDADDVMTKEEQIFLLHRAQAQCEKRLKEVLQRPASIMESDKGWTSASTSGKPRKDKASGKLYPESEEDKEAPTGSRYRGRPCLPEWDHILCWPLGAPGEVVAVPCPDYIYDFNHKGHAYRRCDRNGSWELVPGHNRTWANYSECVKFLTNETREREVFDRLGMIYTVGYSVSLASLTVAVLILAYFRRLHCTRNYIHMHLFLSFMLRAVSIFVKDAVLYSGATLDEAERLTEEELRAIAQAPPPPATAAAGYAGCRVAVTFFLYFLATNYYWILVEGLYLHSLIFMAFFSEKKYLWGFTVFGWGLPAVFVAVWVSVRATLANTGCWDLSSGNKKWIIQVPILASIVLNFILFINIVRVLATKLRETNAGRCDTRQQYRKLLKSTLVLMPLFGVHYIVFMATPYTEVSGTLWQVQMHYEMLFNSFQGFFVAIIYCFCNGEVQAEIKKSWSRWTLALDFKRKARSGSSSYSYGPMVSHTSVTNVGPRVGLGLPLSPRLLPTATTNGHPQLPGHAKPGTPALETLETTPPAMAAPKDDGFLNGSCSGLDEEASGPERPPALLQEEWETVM
#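 HEK-293-derived GP2 cells expressing PTHR1 and a GloSensor cAMP reporter, 3,000/well, plated overnight, given luciferin plus IBMX (each 0.5 mM as added) for 1 h at 37 °C, then compound for 1 h at 37 °C. Luminescence was read after 15 min at room temperature.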
# FUS suppressor: qHTS for Suppressors of FUS Proteinopathy: Primary screen using FUS-linked yeast assay | S. cerevisiae FUS-expressing, growth rescue, OD600, 24 h | Potency, µM (highest dose often 76.6 µM), without a hit: top-dose growth rescue (activation), most hits filed as activators | 390,000 compounds, 0.24% hits;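 also: potency is read from the fitted curve at half-maximal effect; plate controls were DMSO vehicle for no effect and reference control for full effect; nearly all actives have a fitted effect of over 55% in size; some results filed as inactive show a strong effect at the top dose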
#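 Galactose (2%) drives FUS expression in yeast precultured in raffinose; seeding density OD 0.005. Test compounds incubated 24hr at 30C and 99% humidity before absorbance at 600 nm was measured.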
# Mm-Cpn inhibitor: Inhibitors of TCP-1 ring complex (TRiC) of Methanococcus maripaludis (MmCpn): qHTS | Chaperonin Mm-Cpn (Methanococcus maripaludis) | purified Mm-Cpn ATPase, ADP Transcreener TR-FRET | Potency, µM (highest dose often 76.9 µM), without a hit: at the highest dose activity, negative = inhibition, hits mostly inhibitors | 330,000 compounds, 0.031% hits | AID 504842, 2011; also: potency is read from the fitted curve at half-maximal effect; % is scaled to controls: 0 for no effect and ±100 for the full control effect; nearly all actives have a fitted effect of over 80% in size
#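 Inhibition of chaperonin ATP hydrolysis is measured as reduced ADP production, detected by competitive TR-FRET in which signal falls with ADP. Final enzyme 25 nM and ATP 10 uM, reacted 30 min at 37°C.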
# TDP43 rescue: qHTS of TDP-43 Inhibitors. 410,000 compounds, 1.8% hits. Potency, µM (series often up to 46.1 µM), for the others: at the highest dose growth rescue (activation), actives largely listed as activators. TDP-43 expressing yeast growth rescue, BacTiter-Glo, 24 h; also: potency is read from the fitted curve at half-maximal effect; % of control where 0% means no effect; nearly all actives have a fitted effect of over 50% in size
#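 Luminescence from BacTiter-Glo reports growth of TDP-43-expressing yeast after 24 hr at 30 deg C with compound. Cells were raffinose-pregrown to mid-log, then seeded in galactose medium at OD600=0.02.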
# * = called active by the depositor; i = inactive; u = inconclusive; x = not tested or not shown; [ ] = another dose, or the depositor's remark. Unless noted, calls follow the shape of the dose curve; as a rule, active = well fitted curve in the direction sought with a large enough effect; inconclusive = small, poorly fitted or top-dose-only effect, or another doubt; inactive = no such curve, though single readings can be large; an effect the other way counts as inactive or inconclusive. The list is partial; rates above refer to the full screens.
SMILES,Abeta rescue,pAkt inh,GLP-1R inv ag,aSyn rescue,GLP1R cytotox,PTHR1 agonist,FUS suppressor,Mm-Cpn inhibitor,TDP43 rescue
COC(=O)c1ccc(C(=O)OC)c(NC(=O)c2cnn3c(C(F)F)cc(-c4ccccc4)nc23)c1,-17%,x,11%,x,0%,-11%,-25%,x,6%[9.22 µM]
C#CCOC(=O)c1ccc(-n2cncn2)nc1,-5%,i,6%,4%,6%,i,-12%,0%,-3%
O=C(Nc1ccc(Cl)c(S(=O)(=O)N2CCOCC2)c1)c1cccs1,-2%,i,u,-8%,-2%,-44%[inhibitor],18%,3%,0%
COc1ccccc1NS(=O)(=O)c1cccc(C(=O)NCC(c2ccco2)N2CCCCC2)c1 (stereo not drawn),-8%,i,u,-16%,13%,-63%[inhibitor],16%,-2%,0%
O=C(CSCc1cnn(-c2ccccc2)c1-n1cccc1)NCc1ccccc1F,-10%,x,13µM*,x,1%,-79%[inhibitor],u,x,u
Cc1cccc(NNC(=S)Nc2ccccc2)c1,25%,i,5.6µM*,13%,u,i,-16%,x,26%
CC1CCc2c(sc(NC(=O)c3ccc(-c4ccccc4[N+](=O)[O-])o3)c2C#N)C1 (stereo not drawn),9%,i,-22%,21%,-11%,-51%[inhibitor][57.5 µM],13%,0%,10%
COc1ccc(N2CC(C(=O)Nc3nnc(C4CCCCC4)s3)CC2=O)cc1 (stereo not drawn),-19%,i,15%,1%,-1%,i,17%,-2%,-18%
CCc1ccc(NC(=O)c2cnc(SC)nc2C)cc1,-11%,i,u,-7%,1%,u,-23%,-1%,4%
O=S(=O)(N/N=C1/CC(c2ccccc2)Oc2ccccc21)c1ccc(Br)cc1 (stereo not drawn),8%,i,u,0%,u,i,u,3%,9%
CNC(=O)OCc1cocc1COC(=O)NC,-6%,i,8%,-7%,2%,-6%,-15%,x,-8%
CCOC(=O)N1CCN(S(=O)(=O)c2ccc(C(=O)Nc3nc4ccc(F)cc4s3)cc2)CC1,1%,i,18%,-3%,-17%,-4%,x,2%,20%
O=C(CCN1C(=O)/C(=C/c2ccc(Cl)cc2)SC1=S)NCCCn1ccnc1,-10%,x,u,3%,10%,-20%,-8%,4%,4%
O=C(NC1=NCCS1)C1CCCCC1,14%,i,11%,4%,8%,i,-13%,1%,14%
c1coc(-c2nn3c(Cn4nnc5ccccc54)nnc3s2)c1,6%,i,59%[activator],0%,11%,-8%[57.5 µM],3%,0%,-10%
COc1ccccc1/C=C/C(=O)NC(=S)Nc1ccccn1,-16%,i,30%,-2%,1%,-6%,-7%,2%,13%
C=C1CCN([C@@H](C)C(=O)OCc2ccc(C)cc2)S(=O)(=O)c2ccccc21,1%,i,6%,-1%,13%,i,12%,0%,8%
Cc1cccc(C2c3[nH]c4ccccc4c3CCN2C(=O)CN2CCOC2=O)n1 (stereo not drawn),1%,i,-21%,-2%,-12%,-9%,4%,0%,-7%
Cc1cccc(OCC(=O)OCC(=O)N2CCCc3ccccc32)c1C,12%,i,14%,8%,-9%,-27%,26%,-1%,22%
CC(NC(=O)CNC(=S)N(Cc1cccs1)C1CCCC1)c1ccccc1 (stereo not drawn),20%,i,u,1%,-10%,-19%,19%,1%,10%
COc1ccc(CNCCS(=O)(=O)NCc2ccccc2)cc1,5%,i,0%,-1%,-5%,-16%,-10%,x,13%
CC1CC(=O)Nc2ccccc2N1C(=O)COc1cc(Cl)ccc1Cl (stereo not drawn),-4%,i,-26%,0%[1.84 µM],-11%,i,7%,1%,20%
CC(=O)NCCc1cc2cc(C)c(C)cc2[nH]c1=O,11%,i,0%,-2%,-2%,-22%,x,0%,-8%
Cc1ccccc1CC(=O)Nc1ccc2c(c1)c(=O)n(C)n2-c1ccccc1F,-24%,i,u,1%,-23%,i,21%,x,21%
COC(=O)c1sccc1NC(=O)CSc1ccccc1NS(=O)(=O)c1ccc(F)cc1,-10%,i,u,-15%,-15%,-2%[57.5 µM],25%,-3%,-7%
Cc1cc(C)c(NC(=O)CN(C)S(=O)(=O)c2ccc3c(c2)n(C)c(=O)c(=O)n3C)c(C)c1,3%,i,-19%,3%,-7%,i,12%,-3%,-6%
Cc1ccc(C)c(NC(=O)C2(C)CCCN2C(=O)C(C)C)c1 (stereo not drawn),-4%,i,-18%,-1%,1%,i,-31%,x,6%
Cc1ccc(NC=C(S(=O)(=O)c2ccccc2)S(=O)(=O)c2ccccc2)c(C)c1,12%,i,0%,-4%,-2%,i,9%,-2%,-4%
COc1ccc(C2N(Cc3ccccc3)CCN2Cc2ccccc2)cc1[N+](=O)[O-],5%,i,-7%,2%,-11%,i,5%,3%,-10%
Cc1ccc(C(C)C)c(OCC(=O)Nc2cccc(S(=O)(=O)NC3=NCCCCC3)c2)c1,-25%,i,u,11%,0%,-26%,x,0%,-6%

# Shown as a hit in GLP-1R inv ag (from the list above):
mol	pAkt inh	GLP-1R inv ag	aSyn rescue	PTHR1 agonist	Mm-Cpn inhibitor
O=C(CSCc1cnn(-c2ccccc2)c1-n1cccc1)NCc1ccccc1F	x	13µM*	x	-79%[inhibitor]	x
Cc1cccc(NNC(=S)Nc2ccccc2)c1	i	5.6µM*	13%	i	x

# Ordered by value in Mm-Cpn inhibitor (smallest number first): 6 of the compounds above.
molecule,pAkt inh,GLP-1R inv ag,aSyn rescue,PTHR1 agonist,Mm-Cpn inhibitor
Cc1cc(C)c(NC(=O)CN(C)S(=O)(=O)c2ccc3c(c2)n(C)c(=O)c(=O)n3C)c(C)c1,i,-19%,3%,i,-3%
Cc1cccc(OCC(=O)OCC(=O)N2CCCc3ccccc32)c1C,i,14%,8%,-27%,-1%
Cc1ccc(C(C)C)c(OCC(=O)Nc2cccc(S(=O)(=O)NC3=NCCCCC3)c2)c1,i,u,11%,-26%,0%
CC1CC(=O)Nc2ccccc2N1C(=O)COc1cc(Cl)ccc1Cl (stereo not drawn),i,-26%,0%[1.84 µM],i,1%
COc1ccccc1/C=C/C(=O)NC(=S)Nc1ccccn1,i,30%,-2%,-6%,2%
COc1ccc(C2N(Cc3ccccc3)CCN2Cc2ccccc2)cc1[N+](=O)[O-],i,-7%,2%,i,3%

# New compounds follow.
SMILES,Abeta rescue,pAkt inh,GLP-1R inv ag,aSyn rescue,GLP1R cytotox,PTHR1 agonist,FUS suppressor,Mm-Cpn inhibitor,TDP43 rescue
CC1CCc2onc(C(=O)N3CCN(c4cccc(Cl)c4)CC3)c2C1 (stereo not drawn),-12%,x,-25%,x,-4%,-38%[inhibitor],14%,x,0%
Cc1ccc(S(=O)(=O)Oc2ccc(/C=C3/C(=N)N4C(=NC3=O)SN=C4S(C)(=O)=O)cc2)cc1,x,i,1%,6%,5%,-14%,27%,0%,27%
Cn1c(N)c(Sc2ccc(F)cc2)c(=O)n(C)c1=O,2%,i,14%,-6%,3%,i,-34%,0%,6%
Cn1c(SCc2ccc([N+](=O)[O-])cc2)nnc1-c1cccnc1,2%,i,7%,-3%,1%,i,14%,-3%,-24%
O=C(NCC(c1ccc2c(c1)OCO2)N1CCN(c2ccc(F)cc2)CC1)c1cccc([N+](=O)[O-])c1 (stereo not drawn),9%,x,u,x,0%,-21%,19%,x,1%
O=C(NC1CCCc2ccccc21)C1CCCN(S(=O)(=O)c2cnc[nH]2)C1 (stereo not drawn),-1%,i,6%,0%,u,i,-8%,-1%,14%
Cc1ccc2cc(S(=O)(=O)NCCCN3CCOCC3)ccc2c1,6%,i,u,-1%,-2%,-3%,0%,-2%,-18%
Cc1ccc(S(=O)(=O)/N=C(/c2ccccc2)N(C)C)c(C)c1,-10%,i,15%,3%,4%,-4%,4%,-4%,19%
Cc1ccc(CNCc2cccn2-c2nnc(N3CCCC3)s2)cc1,3%,x,-6%,2%,1%,-2%,-1%,x,u
CCOc1ccc2[nH]cc(S(=O)(=O)c3ccc(C)cc3)c(=O)c2c1,-3%,i,u,1%,-12%,-14%,-14%,-3%,18%
Cc1cc(OC(C)C(=O)Nc2cccc(-c3nc4ccccc4o3)c2)cc(C)c1Cl (stereo not drawn),-21%,x,u,x,-7%,-19%,23%,x,-5%
CCC(C)NC(=O)C1CCCN1S(=O)(=O)c1ccc(Cl)cc1 (stereo not drawn),15%,i,0%,1%,0%,-6%[57.5 µM],-8%,4%,-5%
